Screening results (PubChem BioAssay)
TROY NFkB inh: TROY signaling inhibition. inhibition, % at 10 µM. Q293 LMP1-TROYcd NF-kB luciferase reporter, 4 h. 360,000 compounds, 0.98% hits;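 active = compounds whose plate-normalised and pattern-corrected inhibition of the luciferase reporter signal at the single screening dose is 50% or more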
LRH-1 inv ag: NR5A2 inverse agonism in reporter assay; HEK293T StAR-luciferase reporter, LRH-1 transfected, 24 h; AID 602396; O00482; inhibition, % at 3.6 µM; 360,000 compounds, 0.13% hits;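 active = inhibition above the mean inhibition of all tested compounds plus 3 SD, cut at about 73% in these data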;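 note: 0% = DMSO wells and 100% = reporter-only cells lacking LRH-1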
C8 TRAIL sens: sensitizes caspase-8 expressing cells to TRAIL | NB7+C8 cells + TRAIL, ATPlite viability luminescence | inhibition (viability loss, TRAIL sensitization), % at 10 µM | 360,000 compounds, 1% hits | AID 624354;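 active = compounds causing at least 50% loss of cell viability in the single-dose screen, relative to plate controls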
SRC2 inh: human SRC2 (NCOA2) inhibition | Q15596 | HEK293 GAL4-SRC2 luciferase reporter, luminescence | inhibition, % at 9 µM | 370,000 compounds, 0.17% hits;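 active = inhibition above the mean inhibition of all tested compounds plus 3 SD, set per campaign, cut at about 52% in these data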;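 note: 0% = DMSO treated cells and 100% = cells given Gossypol at 36 µM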
NR2F2 inh: NR2F2 (human) inhibition, primary screen; HEK293T NGFI-A luciferase reporter, luminescence; P24468; 370,000 compounds, 0.7% hits; inhibition, % at 8.6 µM;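 active = inhibition above a per-plate cutoff, mean inhibition of test wells between control levels plus 3 SD, cut at about 38% in these data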;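 note: cells cotransfected with COUP-TFII expression vector driving the NGFI-A reporter; 0% = median of COUP-TF2 test wells and 100% = reporter-only cells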
Target sequence (P24468 whole entry, looked up): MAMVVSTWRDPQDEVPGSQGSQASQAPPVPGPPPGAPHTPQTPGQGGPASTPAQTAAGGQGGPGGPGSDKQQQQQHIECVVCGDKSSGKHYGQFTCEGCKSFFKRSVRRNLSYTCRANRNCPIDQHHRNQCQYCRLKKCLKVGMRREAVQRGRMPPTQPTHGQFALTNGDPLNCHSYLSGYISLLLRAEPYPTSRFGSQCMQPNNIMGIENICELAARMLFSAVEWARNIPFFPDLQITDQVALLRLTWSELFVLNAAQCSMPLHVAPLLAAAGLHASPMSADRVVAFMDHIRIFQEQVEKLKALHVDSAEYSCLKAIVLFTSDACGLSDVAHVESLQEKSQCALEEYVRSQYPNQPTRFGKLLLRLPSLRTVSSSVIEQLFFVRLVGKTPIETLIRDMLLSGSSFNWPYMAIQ
LMP1 NFkB inh: reduces LMP1-driven NF-kappaB luciferase signal; inhibition, % at 12.5 µM; LMP1-induced NF-kappaB luciferase reporter cells, luminescence; 350,000 compounds, 0.69% hits; in the data active = inhibition above about 41%;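 note: 0% = neutral control wells and 100% = reference inhibitor control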
NOD2-RIPK2 inh: NOD2-RIPK2 protein interaction inhibition. CHO BLA complementation NOD2-RIPK2, CCF4 ratio. O43353. inhibition, % at 4.98 µM. 360,000 compounds, 0.38% hits. AID 624267; in the data active = inhibition above about 21%;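 note: 0% = vehicle only and 100% = reference blocker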
Target sequence (O43353 whole entry, looked up): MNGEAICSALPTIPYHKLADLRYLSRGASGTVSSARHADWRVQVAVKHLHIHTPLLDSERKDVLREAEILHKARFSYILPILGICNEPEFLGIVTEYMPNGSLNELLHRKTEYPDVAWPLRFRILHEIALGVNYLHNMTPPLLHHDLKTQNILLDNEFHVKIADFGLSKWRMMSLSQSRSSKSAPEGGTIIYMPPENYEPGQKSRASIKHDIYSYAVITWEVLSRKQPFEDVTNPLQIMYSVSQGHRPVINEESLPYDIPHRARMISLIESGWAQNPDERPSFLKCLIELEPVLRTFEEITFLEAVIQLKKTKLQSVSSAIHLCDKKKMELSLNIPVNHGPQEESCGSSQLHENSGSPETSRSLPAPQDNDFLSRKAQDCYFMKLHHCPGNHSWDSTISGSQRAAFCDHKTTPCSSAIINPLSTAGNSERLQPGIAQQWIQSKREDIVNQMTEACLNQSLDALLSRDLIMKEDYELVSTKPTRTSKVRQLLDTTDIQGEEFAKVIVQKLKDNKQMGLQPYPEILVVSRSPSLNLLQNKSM
TLR9-MyD88 block: TLR9-MyD88 interaction inhibition. Q9NR96+Q99836. CHO BLA complementation TLR9-MyD88, CCF4 FRET ratio. inhibition, % at 4.98 µM. 340,000 compounds, 0.21% hits;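 active = inhibition above the mean over all tested compounds plus 3 SD, cut at about 21% in these data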;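 note: 0% = DMSO only wells and 100% = clavulanate BLA inhibitor control wells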
NCOA3 inh: inhibitors of human steroid receptor coactivator 3 (SRC3). inhibition, % at 3.6 µM. AID 588352. 360,000 compounds, 0.17% hits. HEK293 GAL4-SRC3 luciferase reporter, luminescence;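 active = inhibition above a per-campaign cutoff, the mean of all compounds plus 3 SD, cut at about 60% in these data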;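 note: 0% = DMSO-treated cells and 100% = gossypol-treated cells at 36 µM; higher means less SRC3-driven luciferase light from the GAL4 reporter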
Vif inh: blocks HIV Vif function; AID 602346; inhibition, % at 7.49 µM; HEK293T cells, Vif self-association by quenched fluorescence, imaging, 24 h; 340,000 compounds, 0.35% hits; in the data active = inhibition above about 50%, passing the limit was not always enough; note: some results filed as inactive read as strong as hits
NCOA1 inh: inhibitors of human steroid receptor coactivator 1 (SRC1) | Q15788 | HEK293 GAL4-SRC1 luciferase reporter, luminescence | inhibition, % at 3.6 µM | 360,000 compounds, 0.12% hits | AID 588354;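 active = inhibition above the campaign mean plus 3 SD, with each screening campaign given its own cutoff, cut at about 60% in these data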;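 note: 0% = DMSO treated cells and 100% = gossypol at 36 µM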
* marks the source's active call; other numbers are inactive results; nt = no result given. Not all compounds are listed. The share of hits here may be higher or lower than overall.

item	SMILES	TROY NFkB inh	LRH-1 inv ag	C8 TRAIL sens	SRC2 inh	NR2F2 inh	LMP1 NFkB inh	NOD2-RIPK2 inh	TLR9-MyD88 block	NCOA3 inh	Vif inh	NCOA1 inh
1	COc1ccc(/C(C)=C(\C#N)C(=O)OC(C)C)cc1OC	8	11	-6	-16	-5	0	-3	-8	-2	1	1
2	Cc1ccc(-c2nnc(COC(=O)c3ccco3)o2)cc1	-60	-16	-2	-3	1	0	0	2	0	-1	0
3	COc1cc(Cn2c(C(=O)O)cc3sccc32)cc(OC)c1OC	-5	-16	-4	12	5	-11	6	-5	-3	13	0
4	Cc1ccc(CN2CCN(Cc3cccc(C)n3)CC2CCO)cc1 (stereo not drawn)	2	13	0	-14	-7	12	-11	9	-4	2	14
5	c1ccc2[nH]c(Cn3nnc4ccccc43)nc2c1	1	-3	3	-16	-7	-2	-6	2	-4	-14	-9
6	Cc1cc(C)cc(C(=O)NCC(=O)N(C)CCOc2ccccc2)c1	6	-10	11	-11	10	5	-6	5	12	-8	-10
7	Cc1c(C(=O)Nc2ccccc2F)sc2nc3n(c(=O)c12)CCC3	-40	-109	-3	-26	-38	-23	-12	7	-100	7	-105
8	CCCn1c(SC(C)C(=O)N2CCOCC2)nc2ccc(Br)cc2c1=O (stereo not drawn)	-14	13	9	4	7	1	2	1	-1	18	7
9	CCCc1cc(C(=O)N/N=C/c2ccc(CC)s2)c2ccccc2n1	16	40	51*	-8	-6	8	7	1	7	nt	-27
10	O=C(Nc1ccc(F)cc1F)c1cncc(Br)c1	-11	-15	-4	-8	9	0	-17	2	19	-4	-7
11	Fc1ccc2nc(Nc3nc4c(F)cccc4s3)sc2c1	13	-4	-5	7	5	-12	-6	0	-41	1	-49
12	O=C1CN(C(=O)COC(=O)CNC(=O)c2ccc(Cl)cc2)c2ccccc2N1	7	-12	-14	-9	12	2	-2	2	-1	3	16
13	O=C(/C=C/c1ccccc1Cl)Nc1cccc(S(=O)(=O)NC2=NCCCCC2)c1	-25	-42	41	-40	-40	-3	3	5	-2	-1	-25
14	O=[N+]([O-])/C=C1\CCCCCN1	2	-4	-8	-13	-2	0	-4	0	19	5	8
15	CC(C)c1ccc(CNc2cc(N3CCCC3)ccc2[N+](=O)[O-])cc1	-14	-11	5	-21	-4	11	-16	2	1	-25	-12
16	Cc1ccc(NC(=O)c2cc(-c3ccc(C)o3)nc3ccccc23)nc1	1	-11	5	6	0	2	6	-2	11	4	5
17	CCCCn1c(SCC(=O)c2ccc(OC)c(OC)c2)nc2cc(S(N)(=O)=O)ccc21	-1	15	7	-28	10	-13	-2	2	3	-9	-7
18	O=Cc1cc(N=Nc2ccccc2Cl)ccc1O	34	-70	31	-51	-18	-10	-2	-9	-41	-6	-77
19	COc1cccc(-c2cnc(C(O)c3ccc(F)c(C)c3)[nH]2)c1 (stereo not drawn)	-14	-7	2	1	-22	nt	-10	nt	-24	nt	-11
20	O=C(c1ccc(CS(=O)Cc2cccc(Cl)c2)o1)N1CCN(C2CCCCC2)CC1 (stereo not drawn)	18	-7	-3	15	-14	-2	1	3	4	1	8
21	COc1ccc(CCNC(=O)c2cc(-c3ccccc3O)n[nH]2)cc1OC	-1	12	4	-12	5	8	-2	-8	13	0	4
22	O=C(c1ccc(F)cc1)N1CCN(C2=NS(=O)(=O)c3ccccc32)CC1	7	-4	-4	-3	12	-4	-3	6	2	3	9
23	Cc1cc(=O)n2[nH]c(C)c(-c3ccccc3)c2n1	-13	14	11	1	4	7	-12	-9	-13	-5	-4
24	COc1ccc(N2CCN(C(=O)COC(=O)c3cnccn3)CC2)cc1	18	23	6	4	14	-5	-10	-16	-18	6	-15
25	O=C(Cc1cccc([N+](=O)[O-])c1)Nc1ccc(C(=O)N2CCOCC2)cc1	-18	6	-18	4	4	-1	3	1	-4	-4	7
26	O=C(N/N=C/c1cccnc1)c1ccc(NC(=O)c2cccc(Cl)c2)cc1	-9	-2	-19	4	-15	9	-9	7	-22	15	-16
27	CC(C)c1ccc(NC(=O)Cn2cccc2C2=NC(c3ccccc3)CO2)cc1 (stereo not drawn)	4	0	14	4	7	-6	4	6	11	-5	-16
28	O=C(Nc1nnc(-c2ccccn2)o1)c1cccc(Cl)c1	-25	5	1	-5	-10	26	2	7	0	-2	-20
29	O=S(=O)(NCc1ccccc1)c1ccc(-c2cnc(C3CC3)o2)cc1	34	3	21	-8	20	-6	-12	-9	11	-10	16
30	Cc1cnc(C(=O)OCC(=O)NC2CCCCCCC2)cn1	-18	-19	1	1	-28	9	-12	-2	-1	-3	5
31	O=C(COC(=O)/C=C/c1cccc(Br)c1)NCCC1=CCCCC1	-2	22	-12	13	-4	7	17	-5	-25	8	2
32	CC1CCN(CCCNC(=O)CN2CCN(Cc3ccc(Cl)cc3)C2=O)CC1	-9	4	-2	-7	7	0	-8	2	-5	nt	6
33	CSc1c(SCc2ccccc2)cnn(-c2ccccc2)c1=O	-56	14	-1	-14	11	-4	6	-1	-19	12	2
34	O=C(NCCn1cccn1)C1CCC(=O)N(CC2CCCCC2)C1 (stereo not drawn)	-6	11	15	8	2	-1	2	4	-5	nt	-2
35	COc1cc(OC)cc(C(=O)NC2CCN(CC(=O)Nc3cccc4ccccc34)CC2)c1	15	5	1	-2	-4	4	-1	-1	20	15	2
36	CC1CCC(NC(=O)COC(=O)c2ccco2)CC1 (stereo not drawn)	-33	-32	3	0	-1	-2	-4	-3	4	-4	-19
37	O=C1CN(C(=O)NCC(=O)N[C@H](C(=O)O)c2ccccc2)c2ccccc2N1	-3	4	6	-24	17	-4	11	5	6	5	12
38	CCOC(=O)C1CCN(C(=O)c2ccccc2NC(=O)C2=C(C)OCCS2)CC1	2	-25	-9	11	-11	0	-2	-2	-4	10	2
39	O=C(Cn1cnc2c(nnn2-c2ccccc2)c1=O)NCCc1ccccc1	-5	52	37	-1	0	-27	-17	12	12	13	0
40	O=C(NCCCn1ccnc1)c1ccc2ccccc2c1	13	-8	-18	-12	7	-3	-13	-7	-6	0	-30
41	COc1ccccc1-c1cc(C(=O)N/N=C\c2cnn(C)c2C)c2ccccc2n1	-5	21	-12	12	8	-6	2	4	21	-10	-2
42	O=C(c1c(F)cccc1F)N(Cc1ccccn1)C1CCCC1	-12	3	-4	nt	nt	-1	-4	-4	18	-3	4
43	COc1ccc(N2C(=O)CN=C2Nc2nc(C)cc(C)n2)cc1	-54	8	-12	19	5	2	0	7	8	4	2
44	CCOC(=O)C1CCN(C(=O)Cn2cc3c(n2)CCC(C)C3)CC1 (stereo not drawn)	-1	0	-12	-20	-2	-5	4	0	2	7	3
45	Cc1ccc(N(CC(=O)Nc2c(C)n(C)n(-c3ccccc3)c2=O)S(C)(=O)=O)c(C)c1	-1	-10	-12	10	8	0	0	8	-1	-1	-5
46	Cc1ccc2c(c1)S/C(=C\c1cccc[n+]1C)N2CCO	25	18	10	3	6	2	-10	0	9	11	6
47	Nc1c(Cl)cnn(-c2ccccc2)c1=O	-6	-10	-13	-9	7	nt	2	nt	1	4	-1
48	CCOC(=O)N1CCN(C2=C(NS(=O)(=O)c3ccc(C)cc3)C(=O)c3ccccc3C2=O)CC1	12	-2	53*	2	2	9	2	-1	-8	12	2
49	O=C(c1cc2cc(Br)ccc2s1)N1CCOCC1	-6	-31	-7	-10	-6	0	-3	-3	1	2	2
50	Cc1ccc(OCC(=O)N2CCC(N3CC(C)CC(C)C3)CC2)cc1 (stereo not drawn)	-1	-1	-15	-4	-8	5	-9	-5	2	nt	-34
51	CNC(=S)NNC(=O)c1cccc(C(F)(F)F)c1	0	5	-19	1	25	5	-7	-8	5	nt	-1
52	CCOc1ccc2nc(SCC(=O)NCc3ccco3)sc2c1	4	14	-17	0	0	0	-2	3	-10	-6	-25
53	O=C(c1ncc[nH]1)c1ccco1	5	4	18	11	0	-10	-7	-2	11	nt	-8
54	COc1ccc(/C=N/NC(=O)c2ccc(N3CCCC3=O)cc2)cc1	-2	-17	-6	4	-11	9	-2	-18	4	-6	-2
55	Cc1ccc(Nc2nc(/N=C/N(C)C)n[nH]2)cc1C	-63	-59	5	-71	-22	-10	3	-1	-68	3	-75
56	C=CCC1(CC=C)CCCN1C(=O)c1cc(COc2cccc(OC)c2)on1	11	-2	0	20	-3	5	-16	0	4	-16	20
57	NC(=O)c1ccsc1NC(=O)c1cc(=O)c2ccccc2o1	-54	-100	9	-37	-30	-20	-11	2	-135	9	-86
58	O=C(CNC(=O)c1cccc(F)c1)N/N=C/c1ccc(O)c([N+](=O)[O-])c1	14	-20	0	-10	3	8	-4	-2	-7	-1	-29
59	Cc1ccc(OC(C)C(=O)Nc2ccc(F)cc2)c([N+](=O)[O-])n1 (stereo not drawn)	13	8	-7	-25	19	4	5	-11	-4	2	-21
60	Cc1cc(O)c(-c2cc(C(=O)NCc3ccc4c(c3)OCO4)[nH]n2)cc1C	-28	2	-3	18	19	6	-9	0	8	17	-6
61	O=C(CN1CCN(Cc2ccccc2)CC1)Nc1ccc(N2CCOCC2)cc1	7	3	6	-6	18	-1	0	-7	2	6	-12
